# Screening data from PubChem.
# RORgamma inh = ROR gamma (mouse) transcription inhibition; P51450; Drosophila S2 Gal4-RORgamma UAS-luciferase reporter, 20 h; Potency, µM (highest dose often 53.6 µM), for inactives: top-dose activity change, negative = inhibition, actives largely listed as inhibitors; 310,000 tested, 5.4% active; AID 2551; further: potency means the concentration at half of the fitted maximal effect; on the % scale 0 is the no-effect control and ±100 the full control effect; nearly all actives have a fitted effect of over 60% in size
#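 Schneider cells (Drosophila), stable Gal4 DBD–ROR gamma + UAS-luc; 1 hr cmpd preincubation; Cu2+ induction 700 uM final; 20 hr ambient; luminescence.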
# p53 reactivator = mutant p53 re-activation in reporter cells | H1299 p53-A138V BP100-luciferase reporter, luminescence, 24 h | Potency, µM (highest dose often 92.2 µM), without a hit: top-dose activity change, positive = activation, hits mostly activators | 320,000 tested, 0.063% active; further: potency means the concentration at half of the fitted maximal effect; % of control where 0% means no effect; nearly all actives have a fitted effect of over 45% in size
#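 H1299 (p53-null), stable ts p53-A138V + BP100-Luc; 1000 cells/well, Opti-MEM/10% FBS; cpd 4 pt, 1:5; 24 h, 37 deg C, 5% CO2; detection reagent 10 min RT; luminescence.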
# Rab9 prom act = Rab9 promoter activation. Potency, µM (top dose mostly 9.22 µM), for the others: at the highest dose activation, negative = inhibition, actives largely listed as activators. 320,000 tested, 2.8% active. Huh7 Rab9 promoter-luciferase reporter, luminescence, 24 h; further: potency means the concentration at half of the fitted maximal effect; % of control where 0% means no effect; nearly all actives have a fitted effect of over 60% in size
#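 Cells were plated at 1500 per well in reduced-serum medium with 10% FBS and left 2 h. Compound in DMSO was then added for 24 h at 37 °C. Reporter signal was read by luminescence after 10 min with luciferase detection reagent.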
# PKM2 activator = PKM2 (human) enzyme activation | purified PKM2, Kinase-Glo ATP luminescence, activation; response scale: 0% is enzyme alone, no compound | Potency, µM (titrated, usually from 57.5 µM), without a hit: top-dose activation, actives largely listed as activators | 260,000 tested, 0.34% active; further: potency means the concentration at half of the fitted maximal effect; on the % scale 0 is the no-effect control and ±100 the full control effect; nearly all actives have a fitted effect of over 55% in size
# Target sequence (P14618 whole entry, looked up): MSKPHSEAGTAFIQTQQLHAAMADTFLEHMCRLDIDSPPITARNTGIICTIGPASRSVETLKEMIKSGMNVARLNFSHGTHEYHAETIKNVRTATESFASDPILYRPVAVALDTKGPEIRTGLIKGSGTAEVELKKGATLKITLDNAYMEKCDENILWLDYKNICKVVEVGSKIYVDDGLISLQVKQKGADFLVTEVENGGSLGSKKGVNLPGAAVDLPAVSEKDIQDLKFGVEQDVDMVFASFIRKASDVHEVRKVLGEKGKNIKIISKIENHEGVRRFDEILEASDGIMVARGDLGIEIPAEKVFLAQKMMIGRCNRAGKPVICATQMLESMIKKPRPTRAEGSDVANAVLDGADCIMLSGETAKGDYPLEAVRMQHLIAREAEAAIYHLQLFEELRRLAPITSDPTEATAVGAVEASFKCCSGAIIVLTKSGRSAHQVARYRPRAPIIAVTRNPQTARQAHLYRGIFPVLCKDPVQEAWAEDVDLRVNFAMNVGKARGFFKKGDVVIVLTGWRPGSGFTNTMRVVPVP
#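 Purified hPK-M2 (>95% pure) converted ADP (0.1 mM final) to ATP with 0.5 mM PEP in 50 mM imidazole pH7.2, KCl, MgCl2, Tween 20, BSA; 1 h at room temperature. ATP detected by Kinase-Glo luminescence.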
# ELG1 genotox = induces genotoxicity in HEK293T cells with luciferase-tagged ELG1. HEK293T ELG1-luciferase reporter, luminescence, 16 h. Potency, µM (doses to about 46 µM), without a hit: top-dose activity change, positive = activation, actives largely listed as activators. 330,000 tested, 1.3% active. AID 504466; further: potency means the concentration at half of the fitted maximal effect; % of control where 0% means no effect; nearly all actives have a fitted effect of over 60% in size
#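 Cells (2,000/well) expressing the ELG1-luciferase fusion are dosed by pin tool and kept 16 hr at 37 °C, 5% CO2. Signal comes from ONE-Glo luciferase reagent after 30 min at room temperature.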
# Menin-MLL TR inh = inhibitors of human menin-MLL interaction, mutant MLL peptide | O00255 | Menin + Texas Red MLL mutant peptide, fluorescence polarization | Potency, µM (titrated, usually from 61.6 µM), without a hit: at the top dose FP activity change, negative = inhibition, actives largely listed as inhibitors | 270,000 tested, 0.23% active | AID 1768; active means well fitted inhibition curve with a large enough effect in the polarisation, with a control signal flat, not every such curve was filed as active; inconclusive means small, poorly fitted or top-dose-only effect, or effect the other way, or a change in a side signal; inactive means no such curve, though single readings can be large or run the other way; the % refers to the polarisation; further: potency means the concentration at half of the fitted maximal effect; % of control where 0% means no effect; many of its hits are not listed in these tables
# Gal4-VP16 FLuc = Gal4-VP16 reporter inhibition counter-screen; 310,000 tested, 3.5% active; AID 2546; Drosophila S2 Gal4-VP16 UAS-luciferase, luminescence, 20 h; Potency, µM (titrated, usually from 53.6 µM), without a hit: at the highest dose activity, negative = inhibition, usual class: inhibitors;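 further: Gal4-VP16 expression switched on by copper sulfate through the metallothionein promoter; potency means the concentration at half of the fitted maximal effect; on the % scale 0 is the no-effect control and ±100 the full control effect; nearly all actives have a fitted effect of over 50% in size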
# FLuc modulator = firefly luciferase modulation, counter-screen for miR-21 project. P08659. purified FLuc, Km substrates, luminescence inhibition. Potency, µM (highest dose often 57.5 µM), inactives show at the top dose activity change, negative = inhibition, usual class: inhibitors. 360,000 tested, 6.9% active. AID 588342;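 further: potency means the concentration at half of the fitted maximal effect; plate controls were vehicle for no effect and reference inhibitor for full effect; nearly all actives have a fitted effect of over 55% in size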
# Target sequence (P08659 whole entry, looked up): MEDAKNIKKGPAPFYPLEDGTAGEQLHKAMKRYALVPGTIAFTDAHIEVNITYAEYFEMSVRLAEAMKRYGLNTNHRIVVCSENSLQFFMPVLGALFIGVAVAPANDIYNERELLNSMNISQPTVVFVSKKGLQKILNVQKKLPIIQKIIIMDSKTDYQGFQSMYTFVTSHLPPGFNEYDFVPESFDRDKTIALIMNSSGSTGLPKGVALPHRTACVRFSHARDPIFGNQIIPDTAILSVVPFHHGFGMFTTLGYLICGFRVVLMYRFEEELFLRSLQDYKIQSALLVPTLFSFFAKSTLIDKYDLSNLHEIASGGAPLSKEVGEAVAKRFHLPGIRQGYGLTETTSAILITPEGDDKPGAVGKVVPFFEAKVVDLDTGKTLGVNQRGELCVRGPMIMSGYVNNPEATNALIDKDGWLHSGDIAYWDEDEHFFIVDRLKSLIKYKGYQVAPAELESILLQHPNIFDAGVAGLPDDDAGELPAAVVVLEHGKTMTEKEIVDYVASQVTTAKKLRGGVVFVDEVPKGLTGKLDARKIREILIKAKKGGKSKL
#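 Biochemical qHTS of compounds, final roughly 60 µM downward over six points, against 10 nM purified firefly luciferase using Km concentrations of substrates (10 uM D-luciferin, 10 uM ATP) in Tris acetate pH 7.5 buffer; luminescence output.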
# Giardia killer = kills Giardia lamblia. Giardia lamblia trophozoite viability. activity change, % at 7.66 µM, hits read low. 340,000 tested, 0.15% active; in the data active means activity change below about -80%; inconclusive means between about -30% and that limit;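 further: parasites exposed to compound for two days anaerobically before the ATP read; on the % scale 0 is the no-effect control and ±100 the full control effect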
#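 Compounds were tested on trophozoites seeded at 100 cells/well and held 48 hrs at 37 deg C anaerobically. An ATP-based luminescent kit measured the remaining live cells.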
# NPC1 promoter act = NPC1 promoter activation; Huh7 NPC1 promoter luciferase reporter, 24 h; Potency, µM (series often up to 9.22 µM), inactives show at the highest dose activation, usual class: activators; 320,000 tested, 2.4% active;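 further: potency means the concentration at half of the fitted maximal effect; % of control where 0% means no effect; nearly all actives have a fitted effect of over 60% in size; reporter is driven by a mutant NPC1 promoter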
#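 Luminescence read-out of NPC1 promoter-driven luciferase in stably transfected Huh7 cells; compounds delivered in DMSO and left 24 h at 37C, 5% CO2, qHTS titration format.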
# BRCA1 expr act = BRCA1 expression activation; MCF7-BRCA1-FFLuc reporter, luminescence, 48 h; response scale: scaled: vehicle 0%, 10 µM genistein 100%; Potency, µM (doses to about 46.1 µM), for the others: at the highest dose activation, hits mostly activators; 380,000 tested, 1.1% active; further: potency means the concentration at half of the fitted maximal effect; nearly all actives have a fitted effect of over 80% in size; some results filed as inactive show a strong effect at the top dose
#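 Activators of BRCA1 expression were detected as increased firefly luciferase luminescence in engineered MCF7 cells after 48 h compound incubation. Signals were scaled to genistein 10 microM as full activation.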
# An asterisk follows results filed as active; ? = inconclusive; · = not tested or not shown; & = joins results of further samples; [ ] = dose if it differs, or a comment. Unless noted, the call rests on the fitted dose curve; in most records, active means well fitted curve in the direction sought with a large enough effect; inconclusive means small, poorly fitted or top-dose-only effect, or another doubt; inactive means no such curve, though single readings can be large; an effect the other way counts as inactive or inconclusive.
SMILES,RORgamma inh,p53 reactivator,Rab9 prom act,PKM2 activator,ELG1 genotox,Menin-MLL TR inh,Gal4-VP16 FLuc,FLuc modulator,Giardia killer,NPC1 promoter act,BRCA1 expr act
CN(C)C(=O)C1Cc2ccccc2CN1S(=O)(=O)c1cccs1 (centres undefined),-3%,-1%,0%,1%,5%,4%,2%,-3%,-21,-5%,2%
O=S(=O)(Cc1cc(Cl)nc(-c2ccccc2)n1)c1ccccc1,21%,5%,2%,22%,-1%,32%[activator],4%,1%,-5,-3%,-24%
O=C(NCCCNC(=O)c1ccco1)c1ccc(Cl)c(Cl)c1,0%,3%,0%,-6%,-10%,-25%,-10%,0%,0,2%,-15%
Cc1ccc(C)c(-c2ccc(=O)n(Cc3c(F)cccc3Cl)n2)c1,?,8%,4%,·,-4%,?,?,-11%&-25%,-2,-2%,-5%
CCN(C(=O)N1CCOCC1)c1ccccc1,-2%,·,3%,-5%,1%,-11%,-3%,-1%,1,-2%,1%
Cc1cc(N2CCOCC2)ccc1/C=C1\NC(=O)N(Cc2ccccc2F)C1=O,1%,-2%,-2%,5%,-20%,?,4%,6%,0,-4%,-13%
O=C(NCc1cccnc1)C1COc2ccccc2O1 (centres undefined),-1%,5%,3%,-4%,1%,21%,-5%,1%,-10,-1%,0%
CC(=O)c1c(C)[nH]c(C(=O)OCC(=O)Nc2sc3c(c2C#N)CCC(C)C3)c1C (centres undefined),-18%,-2%,-13%,3%,-8%,·,-6%,?,-2,0%,-34%
O=C(NCc1cccc(Cl)c1)C1CCC(=O)N(CCCN2CCCC2=O)C1 (centres undefined),-29%,13%,0%,-1%,0%,-16%,-6%,5%,24,-4%,-2%
O=C(CSc1ccc2nnc(-c3ccccn3)n2n1)NCc1ccc2c(c1)OCO2,-33%,13%,0%,3%,0%,-2%,-7%,8%,-17,-4%,-14%
O=C(/C=C/c1cn(-c2ccccc2)nc1-c1cccc(Cl)c1)N1CCN(c2ccccn2)CC1,36%,6%,-6%,-1%,-20%,-6%,0%[10 µM],?,5,-11%,-75%
O=C1CS(=O)(=O)c2ccccc2N1,2%,-3%,-2%[1.84 µM],·,-1%,12%,-4%,1%,5,-2%,-29%
CC(C)CN(CC(C)C)c1nnc(NC(=O)Cn2c(=O)oc3ccccc32)s1,?,0%,1%,0%,-1%,0%,-4%,5%,-18,-3%,2%
CCOC(=O)n1c(=O)n(Cc2ccc(Cl)cc2Cl)c2ccccc21,44%,-4%,-5%,0%,23%,-23%,9%[0.365 µM],?,0,1%,-28%
Cc1c(N=C2NN=C(c3ccc(Cl)cc3)CS2)c(=O)n(-c2ccccc2)n1C,39%,16%,4%,6%,1%,-5%,0%,-14%,8,-2%,-16%
Cc1cc(C)c2ccc(=O)n(CC(=O)N/N=C/c3ccccc3Cl)c2n1,-20%,-4%,-5%,-2%,-2%,·,4%,1%,6,1%,-11%
CN(C)CCCNC(=O)c1cc(C(=O)c2ccccc2F)c[nH]1,22%,0%,1%,·,-5%,19%,4%,-1%,7,-1%,2%
O=C(COc1ccccc1)Nc1ccc(Cl)cn1,0%,14%,?,1%,?,8%,-5%,19µM*,6,25%,2%
CCOc1ccc(-n2c(=O)c3c4c(sc3n(CC(=O)NCCCOC)c2=O)CCCCC4)cc1,4%,1%,5%,2%,2%,?,-4%,-6%&-12%,-11,1%,-3%&7%
O=c1c2c3c(sc2ncn1-n1cccc1)CCCCC3,29%,?,2%,5%,12%,?,-9%,?,6,11%,67%
CN1CCN(CCCNC(=O)c2ccc(/C=C3\Sc4ccccc4N(Cc4ccccc4F)C3=O)cc2)CC1,?,?,-9%,-4%,?,-21%,0%[10 µM],?,-10,-3%,-11%
Cc1cc(C)n2nc(CNS(=O)(=O)c3ccc(C)c(C)c3)nc2n1,-33%,10%,0%,-15%,0%,1%,-13%,0%&-1%,1,0%,-4%
Cc1ccc(Cc2cnc(NC(=O)/C(C#N)=C/c3ccc(-c4ccc([N+](=O)[O-])cc4)o3)s2)cc1,2.2µM*,2%,-10%,-1%,-1%,?,0%,-1%,2,-8%,-23%
O=C1C=C(O)C(n2cncn2)C(c2cc(F)ccc2F)C1 (centres undefined),9%,16%,3%,6%,2%,20%,-2%,3%,-2,-1%,2%
O=[N+]([O-])c1ccccc1CSc1ccccn1,-17%,-1%,6%,3%,4%,·,15%,-11%,-16,3%,9%

# With a hit mark in RORgamma inh (from the list above):
mol,RORgamma inh,p53 reactivator,Rab9 prom act,PKM2 activator,Menin-MLL TR inh,NPC1 promoter act,BRCA1 expr act
Cc1ccc(Cc2cnc(NC(=O)/C(C#N)=C/c3ccc(-c4ccc([N+](=O)[O-])cc4)o3)s2)cc1,2.2µM*,2%,-10%,-1%,?,-8%,-23%

# Pulled one by one from the list above:
SMILES,RORgamma inh,p53 reactivator,Rab9 prom act,PKM2 activator,ELG1 genotox,Menin-MLL TR inh,Gal4-VP16 FLuc,FLuc modulator,Giardia killer,NPC1 promoter act,BRCA1 expr act
O=[N+]([O-])c1ccccc1CSc1ccccn1,-17%,-1%,6%,3%,4%,·,15%,-11%,-16,3%,9%
O=C(NCCCNC(=O)c1ccco1)c1ccc(Cl)c(Cl)c1,0%,3%,0%,-6%,-10%,-25%,-10%,0%,0,2%,-15%

# The list continues.
SMILES,RORgamma inh,p53 reactivator,Rab9 prom act,PKM2 activator,ELG1 genotox,Menin-MLL TR inh,Gal4-VP16 FLuc,FLuc modulator,Giardia killer,NPC1 promoter act,BRCA1 expr act
O=C(N/N=C/C1CC=CCC1)c1ccccc1O (centres undefined),11µM*,13%,-3%,-7%,10%,-8%,?,15µM*,25,1%,-5%
CN1CCCC(OC(=O)COc2ccc(Br)cc2)C1 (centres undefined),3%,-5%,0%,-3%,1%,10%,-15%,-2%,-10,1%,1%
CCOC(=O)CSc1nnc(CNC(=O)c2cc(OCC)c(OCC)c(OCC)c2)n1C,1%,-5%,-8%,-2%,-3%,9%,-3%,1%,9,-1%,4%
Cc1ccc(N2C(=O)CCC2(C#N)c2ccccc2)cc1 (centres undefined),15%,1%,-2%,-11%,3%,·,4%,0%,-25,-2%,8%
CC(C)C(NC(=S)NCc1ccccc1)C(=O)O (centres undefined),?,2%,3%,1%,-4%,·,-11%,0%,7,-3%,4%
CCCCNC(=S)N/N=C/c1ccc(C#N)cc1,11%,-4%,6%,2%,-6%,-27%,?,5%,?,0%,-7%
CCn1cc(CN2CCC(n3nccc3NC(=O)CCOc3ccccc3)CC2)cn1,0%,9%,0%,0%,18%,·,-15%,2%,-8,0%,4%
CCOC(=O)C1C(=O)NC(N2CCN(Cc3ccccc3)CC2)=NC1c1ccco1 (centres undefined),1%,3%,2%,-4%,3%,0%,-2%,1%,-17,0%,6%
O=C(Nc1nc2ccc(S(=O)(=O)N3CCCC3)cc2s1)c1cccs1,-19%,7%,20%,3%,1%,?,25%,?,-10,-6%,?
O=C(CCC(=O)OCCCC(F)(F)C(F)(F)F)NC1CCCCC1,-2%,24%,-1%,13%,1%,?,5%,-2%,0,-3%,3%
O=C(CSc1nnc(C2CC2)n1-c1ccccc1)NCCN1C(=O)CSC1=O,2%,-2%,1%,-1%,3%,-2%,5%,-1%,0,1%,1%
Cc1ccc(S(=O)(=O)N2CCN(C(=O)c3ccccc3)CC2)c(C)c1NS(C)(=O)=O,2%,-1%,-2%,0%,-6%,-8%,1%,2%,-14,-3%,-13%
Cc1noc(C)c1C(=O)Nc1ccc(-n2ccc(C(F)(F)F)n2)cc1,?,-6%,6%,·,-8%,4%,-27%,-1%,1,0%,-2%
CCc1ccc(NC(=O)CCc2nc3ccccc3[nH]2)cc1,-1%,-3%,-1%,-5%,12%,4%,-10%,5%,-12,-7%,2%
Cn1ncc([N+](=O)[O-])c1C(=O)N/N=C/c1c[nH]c2ccccc12,-8%,11%,1%,-21%,0%,3%,-4%,-17%,?,-1%,-9%
O=C(Cc1c(Cl)cccc1Cl)NC1CC1,5%,-3%,-2%[1.84 µM],·,-1%,6%,0%,0%,-10,-8%,-9%
O=C(Nn1cnnc1)c1cc(-c2ccccn2)nc2ccccc12,-17%,4%,1%,-1%,0%,11%,-12%,-1%[2.3 µM],5,1%,-4%
COc1ccccc1COCC(O)CNCCc1ccc(C(F)(F)F)cc1 (centres undefined),-2%,2%,6%,·,-4%,22µM*,-8%,-1%,15,-3%,-15%
O=C(CSc1nncn1-c1ccccc1)Nc1cc(Cl)cc(Cl)c1,0%,3%,-6%,-2%,1%,·,-9%,-3%,-5,0%,9%
CC(C)(CO)NC(=O)c1ccc2nc(Cc3cccc(Cl)c3)oc2c1,9%,·,?,3%,?,-20%,?,?,21,?,53%
CN(Cc1ccco1)C(=O)CN1C(=O)NC2(CCCCC2)C1=O,·,10%,-1%,·,3%,·,·,3%,-24,-3%,3%

# An excerpt; rates above refer to the full screens.
